# Assay outcomes: PubChem, National Center for Advancing Translational Sciences (NCATS)
# Vif-APOBEC3F blk – qHTS for Inhibitors of Vif-A3F Interactions: qHTS; HeLa A3F-eYFP + Vif (tagged APOBEC3F with the HIV-1 protein that degrades it), YFP fluorescence increase; Potency, µM (doses to about 46.1 µM), for the others: at the highest dose activity, negative = active; actives 0.2% (n = 390,000); AID 602313, 2012; also: potency is read from the fitted curve at half-maximal effect; % of control where 0% means no effect; nearly all actives have a fitted effect of over 65% in size
#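 HeLa cells stably expressing A3F-eYFP plus Vif, plated and incubated overnight at 37 deg C, then exposed to compounds overnight at 37 deg C. Blocked degradation read as raised yellow fluorescence (Ex 488/Em 500-530).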
# LDHA block – qHTS assay for inhibitors of human lactate dehydrogenase; L-lactate dehydrogenase A chain (Homo sapiens), P00338; purified LDHA, NADH/diaphorase-resazurin fluorescence; stronger effect = lower value; activity change, % (values are at about 110 or 230 µM); actives 0.15% (n = 480,000); in the data active = activity change below about -30%; inconclusive = mostly about -25% to -30%;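 also: plate controls were DMSO wells for no effect and wells without enzyme for full effect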
#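 Human LDH5 at 2 nM final in Tris HCl pH 7.4 with 0.06 mM NADH and 0.2 mM pyruvate, reacted 5 minutes at room temperature. Remaining NADH coupled via diaphorase/resazurin; resorufin fluorescence read at 0 and 20 minutes, normalized to enzyme-free and DMSO wells.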
# rTrxR1 inhibitor – qHTS Assay for Inhibitors of Mammalian Selenoprotein Thioredoxin Reductase 1 (TrxR1): qHTS | Thioredoxin reductase 1, cytoplasmic (Rattus norvegicus), O89049 | recombinant rTrxR1, NADPH fluorescence consumption, selenite substrate | Potency, µM (top dose mostly 114 µM), for the others: top-dose activity change, negative = inhibition, hits mostly inhibitors | actives 1% (n = 390,000); also: potency is read from the fitted curve at half-maximal effect; % is scaled to controls: 0 for no effect and ±100 for the full control effect; nearly all actives have a fitted effect of over 65% in size
# Target sequence (O89049 whole entry, looked up): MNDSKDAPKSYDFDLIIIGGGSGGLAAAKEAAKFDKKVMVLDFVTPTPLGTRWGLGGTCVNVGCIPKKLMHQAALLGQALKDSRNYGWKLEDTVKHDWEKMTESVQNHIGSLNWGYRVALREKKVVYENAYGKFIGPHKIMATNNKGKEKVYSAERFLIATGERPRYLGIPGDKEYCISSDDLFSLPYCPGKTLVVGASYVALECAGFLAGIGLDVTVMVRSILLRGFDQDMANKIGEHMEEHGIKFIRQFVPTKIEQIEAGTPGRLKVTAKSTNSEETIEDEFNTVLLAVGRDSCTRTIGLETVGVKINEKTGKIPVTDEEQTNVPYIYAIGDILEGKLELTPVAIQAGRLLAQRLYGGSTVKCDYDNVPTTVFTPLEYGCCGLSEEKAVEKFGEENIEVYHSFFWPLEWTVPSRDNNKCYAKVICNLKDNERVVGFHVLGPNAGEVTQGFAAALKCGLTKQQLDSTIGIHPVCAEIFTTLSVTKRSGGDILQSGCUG
#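 Rat TrxR1 (90 nM in the dispensed reagent) was pre-reduced with 400 uM NADPH for 5 min at room temperature, then incubated with compound for 15 min. After 400 uM selenite was added, NADPH fluorescence (Ex 340/Em 450 nm) was followed for 8 min.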
# Glioma ERSR ind – qHTS for Inducers of the Endoplasmic Reticulum Stress Response (ERSR) in Human Glioma: qHTS; actives 0.02% (n = 420,000); Potency, µM, inactives show top-dose activation, usual class: activators; U87-MG GRP78 promoter luciferase reporter, 16 h; AID 602332, 2012; also: potency is read from the fitted curve at half-maximal effect; series mostly up to about 76 µM; % of control where 0% means no effect; nearly all actives have a fitted effect of over 35% in size
#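 Stably transfected U87-MG glioma cells carrying a GRP78-based luciferase sensor; 16 h compound incubation. Luminescence end-point read 10 min after Bright-Glo addition at room temperature.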
# Vif-APOBEC3G blk – qHTS for Inhibitors of Vif-A3G Interactions: qHTS; DNA dC->dU-editing enzyme APOBEC-3G (Homo sapiens), Q9HC16; HeLa A3G-eYFP + Vif (tagged APOBEC3G with the HIV-1 protein that degrades it), YFP fluorescence, overnight; Potency, µM (top dose mostly 46.1 µM), for inactives: at the top dose activity, negative = active, usual class: inhibitors; actives 0.076% (n = 410,000);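 also: potency is read from the fitted curve at half-maximal effect; % is scaled to controls: 0 for no effect and ±100 for the full control effect; nearly all actives have a fitted effect of over 60% in size; hits raise eYFP signal because A3G escapes Vif-driven loss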
# Target sequence (Q9HC16 whole entry, looked up): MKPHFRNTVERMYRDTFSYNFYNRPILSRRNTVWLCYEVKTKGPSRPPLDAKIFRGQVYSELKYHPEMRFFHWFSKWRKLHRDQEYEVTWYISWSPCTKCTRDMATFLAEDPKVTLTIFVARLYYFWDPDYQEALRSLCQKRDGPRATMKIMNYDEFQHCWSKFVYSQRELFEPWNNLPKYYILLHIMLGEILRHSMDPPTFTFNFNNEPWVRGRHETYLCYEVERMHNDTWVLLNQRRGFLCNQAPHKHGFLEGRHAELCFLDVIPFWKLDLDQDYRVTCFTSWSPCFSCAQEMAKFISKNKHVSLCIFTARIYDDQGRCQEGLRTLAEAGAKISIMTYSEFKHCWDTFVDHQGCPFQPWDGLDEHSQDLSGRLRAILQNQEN
#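 HeLa cells stably expressing Vif and C-terminally eYFP-tagged A3G, seeded overnight at 37 deg C, then exposed to compound by pintool overnight at 37 deg C. Rise in yellow fluorescence (Ex 488/Em 500-530, Acumen) marks blocked Vif-driven A3G degradation.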
# RGS4 inh – Inhibitors of Regulator of G Protein Signaling (RGS) 4: qHTS. Transcreener GDP fluorescence polarization, RGS4-accelerated GTP hydrolysis. Regulator of G-protein signaling 4 (Homo sapiens), P49798. Potency, µM (titrated, usually from 114 µM), inactives show top-dose activity change, negative = inhibition, hits mostly inhibitors. actives 0.039% (n = 390,000). AID 504845, 2011; also: potency is read from the fitted curve at half-maximal effect; % is scaled to controls: 0 for no effect and ±100 for the full control effect; nearly all actives have a fitted effect of over 75% in size; some results filed as inactive show a strong effect at the top dose
# Target sequence (P49798 whole entry, looked up): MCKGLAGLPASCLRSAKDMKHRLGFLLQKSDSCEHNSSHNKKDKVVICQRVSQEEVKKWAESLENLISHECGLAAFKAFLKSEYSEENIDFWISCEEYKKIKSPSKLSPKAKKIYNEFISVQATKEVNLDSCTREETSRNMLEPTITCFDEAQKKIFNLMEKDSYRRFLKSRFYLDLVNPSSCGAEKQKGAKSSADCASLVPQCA
#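 MLSMR compounds (23 nl, pin-transferred) preincubated 10 min at room temperature with a 500nM (2x) first reagent, then RGS4 at 900nM (2x) plus Transcreener GDP mix added; fluorescence polarization (620/688 nm) read before and after 90 min at 30 °C.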
# USP1-UAF1 inh – Inhibitors of USP1/UAF1: Primary Screen; Ubiquitin carboxyl-terminal hydrolase 1 (Homo sapiens), O94782; Potency, µM (doses to about 57.1 µM), for the others: top-dose activity change, negative = inhibition, actives largely listed as inhibitors; actives 0.23% (n = 390,000); recombinant USP1/UAF1, Ub-Rhodamine cleavage fluorescence; also: potency is read from the fitted curve at half-maximal effect; % is scaled to controls: 0 for no effect and ±100 for the full control effect; nearly all actives have a fitted effect of over 60% in size; inactives centre near -12
#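 1 nM enzyme complex + cpd, 15 min RT; start with Ub-Rho 150nM final; kinetic fluorescence ex 480/em 540, 6 reads q60 s. Buffer 50mM HEPES pH 7.8, 0.5mM EDTA, 0.1 mg/ml BSA, 1mM TCEP, 0.01% Tween-20.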
# TrxR1 substrate – qHTS Assay for Substrates of Mammalian Selenoprotein Thioredoxin Reductase 1 (TrxR1): qHTS. Potency, µM (series often up to 114 µM), inactives show at the highest dose activity change, negative = substrate turnover. Thioredoxin reductase 1, cytoplasmic (Rattus norvegicus), O89049. actives 0.01% (n = 390,000). purified TrxR1 substrate turnover, NADPH consumption readout. AID 588456, 2011; also: potency is read from the fitted curve at half-maximal effect; % is scaled to controls: 0 for no effect and ±100 for the full control effect; nearly all actives have a fitted effect of over 50% in size
#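 Rat TrxR1, dispensed at 90 nM, was prereduced with 400 uM NADPH (final) for 5 min at ~22 deg C, then incubated with compound 15 min before 400 uM selenite. A first-read NADPH fluorescence drop versus no-compound background flagged substrates.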
# mIDH1 inhibitor – qHTS for Inhibitors of mutant isocitrate dehydrogenase 1 (IDH1): qHTS | Isocitrate dehydrogenase [NADP] cytoplasmic (Homo sapiens), O75874 | actives 0.093% (n = 390,000) | IDH1-R132H enzyme, NADPH consumption, diaphorase/resazurin fluorescence | AID 602179, 2012 | Potency, µM (titrated, usually from 76.6 µM), without a hit: at the top dose activity change, negative = inhibition, most hits filed as inhibitors; also: potency is read from the fitted curve at half-maximal effect; % is scaled to controls: 0 for no effect and ±100 for the full control effect; nearly all actives have a fitted effect of over 65% in size
#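 IDH1-R132H (0.5 ug/mL) preincubated 30 min with compound, then NADPH (0.016 mM) and alpha-KG (2 mM) added; 80 min at RT, pH 7.5. Remaining NADPH coupled via diaphorase/resazurin to fluorescence (540/590 nm); concentration-response curves normalized to no-enzyme control.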
# Active calls of the source: *; ? = inconclusive; · = not tested or not shown; [ ] = another dose, or the depositor's remark. Unless noted, calls follow the shape of the dose curve; as a rule, active = well fitted curve in the direction sought with a large enough effect; inconclusive = small, poorly fitted or top-dose-only effect, or another doubt; inactive = no such curve, though single readings can be large; an effect the other way counts as inactive or inconclusive. This is a subset, so the mix of outcomes need not match the whole.
structure | Vif-APOBEC3F blk | LDHA block | rTrxR1 inhibitor | Glioma ERSR ind | Vif-APOBEC3G blk | RGS4 inh | USP1-UAF1 inh | TrxR1 substrate | mIDH1 inhibitor
CCOc1cccc(OCC)c2c(C)[n+](CC3CCCO3)c(C)c1-2 (stereo unspecified) | 1% | 8 | -32% | 2% | 1% | ? | ? | -8% | -9%
CNC(=O)Nc1ccc(C(=O)N/N=C\C23CC[C@@H](O)CC2(O)CC[C@@H]2[C@@H]3CCC3(C)C(C4=CC(=O)OC4)CCC23O)cc1 (stereo partly specified) | -18% | 2 | 5% | -3% | -7% | -27%[11.4 µM] | -14% | 6% | 5%
N=C1SCC(=O)N1Cc1ccccc1 | 28% | -5 | 11%[57.1 µM] | -2% | -1% | -32% | -19% | 4%[57.1 µM] | 0%
CCOC(=O)c1cc(C)n(CCc2cnc[nH]2)c1C | 5% | -8 | 15%[57.1 µM] | 8% | -2% | 13% | 1% | 6%[57.1 µM] | 1%
c1ccc(N2C3C4CC(C5CCCC54)C32)cc1 (stereo unspecified) | 6% | -3 | -6% | -4% | -2% | -23% | -15% | -3% | -3%
CN(C)c1ccc([N+](=O)[O-])c([N+](=O)[O-])c1 | 1% | -2 | -34% | -2% | 1% | 7% | 13% | -12% | 16%
CC(C)OC(=O)Nc1ccc(N=C(N)N[N+](=O)[O-])cc1 | -13% | -5 | 6%[57.1 µM] | -6% | 0% | -26% | -5% | 4%[57.1 µM] | 18%
C[C@H]1O[C@@H](OC2CC[C@]3(C=O)[C@H]4CC[C@]5(C)[C@@H](C6=CC(=O)OC6)CC[C@]5(O)[C@@H]4CC[C@]3(O)C2)CC2OC(C)(C)OC21 (stereo partly specified) | -6% | -2 | 15%[57.1 µM] | -4% | -8% | 12% | -19% | 5%[57.1 µM] | -5%
O=C1CC(=O)N(c2cccc(C(F)(F)F)c2)C(=O)N1 | -2% | -5 | ? | -2% | 2% | -51% | -8% | -2% | 20%
O=C1NC(c2cc3ccccc3nc2Cl)Nc2ccccc21 (stereo unspecified) | -7% | -5 | -8% | -3% | 0% | 11% | -4% | -8% | 0%
CCN(CC)CCCN=C(C)c1c(O)n(C2CCCCC2)c(=O)[nH]c1=O | 0% | 5 | 6% | -4% | -7% | -1% | -15% | 8% | 1%
Nc1nc(N)nc(-c2ccc(Oc3ccccc3)cc2)n1 | -2% | -5 | 31%[activator] | 4% | -3% | 12% | 0% | 9%[57.1 µM] | 7%
CC(C)NC(=O)c1ccc(N2CC3CC(C2)c2cccc(=O)n2C3)c([N+](=O)[O-])c1 (stereo unspecified) | -4% | 0 | 15%[57.1 µM] | 0% | -11% | -15% | -2% | 14%[57.1 µM] | 0%
O=C(O)C1C2c3ccccc3C(c3ccccc32)C1C(=O)Nc1ccccc1 (stereo unspecified) | 8% | -6 | 13% | -1% | -9% | 6% | -2% | 1% | -6%
COc1ccc(CN2CCCC(C(=O)c3cccc(Cl)c3)C2)cc1 (stereo unspecified) | -30% | 0 | 13% | -2% | 1% | 4% | -17% | 3% | 11%
O=c1[nH]c(=O)n(Cc2ccc(F)cc2)c(O)c1C=NCC1CCCO1 (stereo unspecified) | -1% | -9 | 8% | -2% | -1% | 23%[11.4 µM] | 12% | 14%[57.1 µM] | 1%
O=[N+]([O-])c1cccc(NP(=O)(Oc2ccccc2)Oc2ccccc2)c1 | -18% | -5 | 9% | -4% | -10% | 23% | -13% | -4% | -9%
O=C(COc1ccc2ccc(=O)oc2c1)N1CCC(C(=O)O)(c2ccccc2)CC1 | -7% | -4 | 44% | -3% | 0% | 4% | -2% | 66% | 2%
CN1CCN(CC#CCOc2ccc(Cl)cc2)CC1 | 3% | ? | -7% | 1% | -1% | 9% | -9% | 0% | 4%
CC12CCC3C(CCC4(O)CC(O)CCC34C=NO)C1(O)CCC2C1=COC(=O)C1 (stereo unspecified) | -12% | -7 | -5% | -6% | 2% | 12% | -9% | -5% | -2%
O=C(NCC1=C(c2cccc3ccccc23)C[C@@H]2CC[C@H]1N2Cc1ccco1)c1cccs1 | 9% | 0 | · | -2% | -11% | · | -19% | · | 0%
Cc1nn(CC(C)C)c(Cl)c1C(=O)NC1CCCC1 | -1% | -19 | · | -1% | 0% | · | ? | · | -1%
CC(NCc1ccccc1Cl)C(O)c1ccccc1 (stereo unspecified) | -14% | -2 | 15% | 1% | 0% | 14% | -2% | 9%[57.1 µM] | 9%
O=C(CN1CCCCC1)c1cccc(Br)c1 | 0% | -2 | -27% | -3% | 0% | -17% | -6% | -11% | 4%
O=CC(Cl)P(=O)(N1CCOCC1)N1CCOCC1 (stereo unspecified) | 13% | -5 | 19% | 1% | -1% | 6% | -11% | 5% | 12%
O=C1NC(=O)C(=Cc2coc3ccc(O)cc3c2=O)C(=O)N1 | -29% | -2 | ? | -4% | -6% | -47% | -13% | 0% | 2%
CC(=NCCN1CCOCC1)c1c(O)n(Cc2ccccc2)c(=O)[nH]c1=O | -4% | 2 | -14% | -3% | 0% | 5% | -2% | 0% | -1%
CN1C(=O)C(=Cc2sc(=O)n(-c3ccccc3)c2N2CCCCC2)C(=O)N(C)C1=O | ? | -2 | 1%[57.1 µM] | 2% | ? | -12% | ? | -5%[57.1 µM] | 6%
CCCCCCN=C(C)c1c(O)n(Cc2ccccc2)c(=O)[nH]c1=O | -4% | -4 | -10% | -6% | 1% | 5% | -17% | -11% | -2%
Nc1c(C(=O)NCCc2ccccc2)c2nc3ccccc3nc2n1CCN1CCOCC1 | 0% | 11 | 28% | 2% | 0% | -2% | -19% | 39%[activator] | 14%
CNCC(C)c1ccccc1 (stereo unspecified) | -2% | 0 | -14% | 2% | 0% | 5% | -12% | -10% | 4%
N#CC1=C(N)Oc2cc(O)ccc2C1c1ccc2c(c1)OCO2 (stereo unspecified) | 22% | 0 | 1%[57.1 µM] | -1% | -4% | 28% | -9% | -2%[57.1 µM] | -2%
CN(C)/C=C(\C=[N+](C)C)c1[nH]ncc1[N+](=O)[O-] | -26% | -8 | 14%[57.1 µM] | -2% | -1% | 4% | -20% | -12% | 10%
CC(=NCC1CCCO1)c1c(O)n(-c2ccc(C)cc2)c(=O)[nH]c1=O (stereo unspecified) | 1% | 3 | -4% | -3% | -5% | -12% | -16% | -3% | 6%
Cc1ccc(C)c(-n2c(C)nc3ccccc3c2=O)c1 | 6% | -12 | 12% | 0% | 5% | 19% | -13% | 2% | 7%
Cn1c(O)c(/C=N/NC(=O)c2ccncc2)c(=O)[nH]c1=S | -5% | 4 | -16% | 5% | -5% | -2% | -26% | -5% | -1%
COc1ccc(-c2nc(CS(=O)CC(=O)N3CCC4(CC3)OCCO4)c(C)o2)cc1 (stereo unspecified) | -10% | 0 | 7.1µM* | -2% | 1% | 22% | -18% | 14% | -3%
O=C(C1CC(c2ccc(F)cc2)=NO1)N1CCC2(CC1)OCCO2 (stereo unspecified) | -5% | -12 | 22%[57.1 µM] | -3% | -1% | -3% | -10% | 4%[57.1 µM] | -9%
COc1ccc(C(=O)CC(c2ccc3c(c2)OCO3)c2c(O)c3ccccc3oc2=O)cc1OC (stereo unspecified) | -4% | -7 | · | 0% | -8% | · | -19% | · | 5%

# Of the compounds above, these contain an aryl methoxy group:
structure | Vif-APOBEC3F blk | LDHA block | rTrxR1 inhibitor | Glioma ERSR ind | Vif-APOBEC3G blk | RGS4 inh | USP1-UAF1 inh | TrxR1 substrate | mIDH1 inhibitor
COc1ccc(CN2CCCC(C(=O)c3cccc(Cl)c3)C2)cc1 (stereo unspecified) | -30% | 0 | 13% | -2% | 1% | 4% | -17% | 3% | 11%
COc1ccc(-c2nc(CS(=O)CC(=O)N3CCC4(CC3)OCCO4)c(C)o2)cc1 (stereo unspecified) | -10% | 0 | 7.1µM* | -2% | 1% | 22% | -18% | 14% | -3%
COc1ccc(C(=O)CC(c2ccc3c(c2)OCO3)c2c(O)c3ccccc3oc2=O)cc1OC (stereo unspecified) | -4% | -7 | · | 0% | -8% | · | -19% | · | 5%
